PTAP TSG101 blk: blocks PTAP/TSG101 interaction to inhibit HIV-1 budding | Q99816 | Fluorescence polarization, FITC-PTAP peptide / Tsg101 binding | Potency, µM (top dose mostly 115 µM), inactives show at the top dose activity change, negative = inhibition, actives largely listed as inhibitors | 340,000 tested, under 10 active | AID 493005; active = well fitted inhibition curve with a large enough effect in the main read-out, with a control signal flat, not every such curve was filed as active; inconclusive = small, poorly fitted or top-dose-only effect, or effect the other way, or a change in a side signal; inactive = no such curve, though single readings can be large or run the other way; note: potency is the fitted concentration of half-maximal effect; % of control where 0% means no effect
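Compounds were pin-transferred onto Tsg101 binding domain (10 uM final) in HEPES pH 7.5 buffer, then FITC-PTAP peptide was added at 50 nM final. After 20 min at RT, polarization reported peptide displacement across a qHTS concentration series.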
Menin MLL FP TR: inhibitors of human menin-MLL interaction, mutant MLL peptide; O00255; Menin + Texas Red MLL mutant peptide, fluorescence polarization; Potency, µM (highest dose often 61.6 µM), without a hit: top-dose FP activity change, negative = inhibition, most hits filed as inhibitors; actives 0.23% (n = 270,000); AID 1768; active = well fitted inhibition curve with a large enough effect in the polarisation, with a control signal flat, not every such curve was filed as active; inconclusive = small, poorly fitted or top-dose-only effect, or effect the other way, or a change in a side signal; inactive = no such curve, though single readings can be large or run the other way; the % refers to the polarisation; note: potency is the fitted concentration of half-maximal effect; % of control where 0% means no effect; many of its hits are not listed in these tables
B2AR arrestin: beta2AR (human) beta-arrestin recruitment activity. actives 0.02% (n = 330,000). Potency, µM (top dose mostly 46.1 µM), for inactives: at the top dose activation, usual class: activators. P07550. beta-arrestin recruitment to beta2AR, cell-based reporter;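 note: potency is the fitted concentration of half-maximal effect; 0% = DMSO controls and full agonism = EC100 isoproterenol or metaproterenol; nearly all actives have a fitted effect of over 65% in size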
Target sequence (P07550 whole entry, looked up): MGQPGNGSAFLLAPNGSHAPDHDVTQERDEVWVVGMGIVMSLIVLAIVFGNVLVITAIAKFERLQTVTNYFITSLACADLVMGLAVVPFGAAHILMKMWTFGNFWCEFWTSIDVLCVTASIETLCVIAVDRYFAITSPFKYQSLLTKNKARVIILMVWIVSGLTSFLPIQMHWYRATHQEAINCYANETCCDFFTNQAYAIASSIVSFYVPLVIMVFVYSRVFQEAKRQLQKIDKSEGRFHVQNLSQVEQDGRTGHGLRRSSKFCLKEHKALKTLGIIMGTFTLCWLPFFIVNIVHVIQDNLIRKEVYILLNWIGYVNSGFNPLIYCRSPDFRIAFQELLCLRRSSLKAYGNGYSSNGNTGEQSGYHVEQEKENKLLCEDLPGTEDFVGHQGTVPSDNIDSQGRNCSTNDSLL
Tb PFK block: inhibitors of T. brucei phosphofructokinase. O15648. T. brucei PFK, ADP-Glo luminescence. Potency, µM (top dose mostly 57.5 µM), without a hit: at the highest dose activity, negative = inhibition, actives largely listed as inhibitors. actives 0.17% (n = 330,000);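 note: potency is the fitted concentration of half-maximal effect; 0% = uninhibited 1x PFK enzyme wells and -100% = no-enzyme wells; nearly all actives have a fitted effect of over 60% in size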
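Compounds were pin-transferred as a titration series up to 57 uM into substrate buffer (0.5 mM F6P, 0.1 mM ATP, pH 8.0), then 1.25 nM PFK was added and reactions ran 45 min before ADP-Glo detection.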
PKM2 act: increases activity of human pyruvate kinase M2 | P14618 | purified PKM2, Kinase-Glo ATP luminescence, activation; response scale: 0% is enzyme alone, no compound | Potency, µM (series often up to 57.5 µM), for inactives: top-dose activation, usual class: activators | AID 1631 | actives 0.34% (n = 260,000); note: potency is the fitted concentration of half-maximal effect; % is set by controls: 0 for no effect and ±100 for the full control effect; nearly all actives have a fitted effect of over 55% in size
Target sequence (P14618 whole entry, looked up): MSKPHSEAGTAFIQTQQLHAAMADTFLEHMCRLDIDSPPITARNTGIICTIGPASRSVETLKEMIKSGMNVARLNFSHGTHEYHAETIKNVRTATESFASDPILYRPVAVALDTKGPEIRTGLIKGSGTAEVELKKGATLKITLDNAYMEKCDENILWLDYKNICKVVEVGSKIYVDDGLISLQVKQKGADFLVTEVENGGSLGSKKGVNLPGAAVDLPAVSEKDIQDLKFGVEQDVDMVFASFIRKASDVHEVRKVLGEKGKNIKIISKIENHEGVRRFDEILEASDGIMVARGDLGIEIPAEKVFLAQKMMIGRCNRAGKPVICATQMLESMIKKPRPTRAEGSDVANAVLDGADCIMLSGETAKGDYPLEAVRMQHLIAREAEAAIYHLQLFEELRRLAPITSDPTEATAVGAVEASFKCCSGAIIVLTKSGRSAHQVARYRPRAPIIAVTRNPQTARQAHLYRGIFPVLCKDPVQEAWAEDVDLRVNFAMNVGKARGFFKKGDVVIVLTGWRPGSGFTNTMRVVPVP
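ATP formation by purified human PK-M2, quantified via coupled luciferase luminescence after 1 h at room temperature with 0.1 mM ADP and 0.5 mM PEP final.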
BCR signal inh: inhibitors of chronic active B-cell receptor signaling | actives 0.05% (n = 340,000) | AID 493014 | ABC-DLBCL IkBa-CBG/CBR reporter, luminescence ratio, 4 h | Potency, µM (doses to about 46.1 µM), inactives show at the highest dose ratio change, negative = lower green/red ratio, actives largely listed as inhibitors; active = well fitted inhibition curve with a large enough effect in the signal ratio, with a control signal flat, not every such curve was filed as active; inconclusive = small, poorly fitted or top-dose-only effect, or effect the other way, or a change in a side signal; the % refers to the signal ratio;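 note: potency is the fitted concentration of half-maximal effect; plate controls were basal doxycycline-induced cells for no effect and cells given 10 µM MG132 for full effect; MG132 reads +100%, hits lower the ratio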
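Compounds up to 46 uM were incubated four hours with TMD8 cells whose green CBG68 luciferase is fused to IkappaBalpha; red CBR luminescence normalised the signal, and concentration-effect curves were fitted to fusion, red and ratio data.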
Coupling enz: coupling enzyme interference in Giardia aldolase counter-screen | coupling enzyme system counterscreen, AmpLite Red fluorescence | activity change, negative = inhibition, % at 58.2 µM, hits read low | actives 0.67% (n = 290,000); in the data active = activity change below about -30%; note: % is set by controls: 0 for no effect and ±100 for the full control effect
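First, compound is pin-transferred into glyceraldehyde-3-phosphate coupling-enzyme reagent at 57.5 uM final and held 10 min at RT. Next, substrate, coupling system and AmpLite Red are added. After 20 min RT, fluorescence (525/598 nm) is read.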
Integrin act MD: activators of alpha7 integrin expression for muscular dystrophy. Potency, µM (titrated, usually from 38.3 µM), for the others: top-dose activation, most hits filed as activators. alpha7betagal myoblasts, beta-gal FDG fluorescence, 48 h. actives 0.064% (n = 350,000);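 note: potency is the fitted concentration of half-maximal effect; 100% = response of the positive control SU9516; nearly all actives have a fitted effect of over 60% in size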
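Alpha7betagal+/- myoblasts (passage 13) were plated 16-24 hr, then exposed to compounds (1:260 dilution of DMSO stock) for 48 hours at 37C. After MPER lysis, β-galactosidase reporter activity was read as FDG fluorescence (ex 480/em 540) after 30 minutes.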
S-ASM inh: inhibitors of human secretory acid sphingomyelinase; placental ASM, HMU-PC fluorogenic substrate, 60 min; AID 504937; actives 0.006% (n = 340,000); Potency, µM (highest dose often 57.5 µM), inactives show top-dose activity change, negative = inhibition, usual class: inhibitors; P17405; note: potency is the fitted concentration of half-maximal effect
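Human placenta-derived ASM preincubated with compound 10 min at room temperature, then reacted with 9 uM (final) fluorogenic HMU-PC substrate for 60 min at 37 C. Stop solution raises pH to 10; fluorescence read at Ex 386/Em 447 nm.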
Giardia killer: Giardia lamblia killing; Giardia lamblia trophozoite viability; activity change, % at 7.66 µM, hits read low; actives 0.15% (n = 340,000); in the data active = activity change below about -80%; inconclusive = between about -30% and that limit;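 note: parasites exposed to compound for two days anaerobically before the ATP read; % is set by controls: 0 for no effect and ±100 for the full control effect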
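Luminescence from cellular ATP indicates surviving trophozoites (100 cells/well) following 48 hrs anaerobic compound treatment at 37 deg C; signal develops 15-30 min at room temperature.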
GALK inhibitor: inhibitors of human galactokinase; P51570; Purified GALK, Kinase-Glo residual ATP luminescence; actives 0.007% (n = 270,000); AID 1868; Potency, µM (series often up to 57.5 µM), for the others: at the top dose activity change, negative = inhibition, actives largely listed as inhibitors; note: potency is the fitted concentration of half-maximal effect; % is set by controls: 0 for no effect and ±100 for the full control effect
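ATP-depletion format; final 35 uM ATP, 100 uM D-galactose, 5 nM enzyme; pH 8.0 HEPES/Mg2+ buffer; 60 min RT; luminescence read 10 min after detection reagent.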
* hit, by the source's call; ? = inconclusive; nt = not tested or not shown; [ ] = remark or other dose. Unless noted, calls come from the whole dose curve; as a rule, active = well fitted curve in the direction sought with a large enough effect; inconclusive = small, poorly fitted or top-dose-only effect, or another doubt; inactive = no such curve, though single readings can be large; an effect the other way counts as inactive or inconclusive.

SMILES | PTAP TSG101 blk | Menin MLL FP TR | B2AR arrestin | Tb PFK block | PKM2 act | BCR signal inh | Coupling enz | Integrin act MD | S-ASM inh | Giardia killer | GALK inhibitor
O=c1[nH]cnc2cc(-c3ccccc3)sc12 | -9% | 4% | 0.2% | -1% | -15% | ? | 6 | -25% | -1% | -23 | 3%
O=C(Cc1ccc(Cl)cc1)N1CCN(c2ccccc2)CC1 | -4% | -10% | 0.0% | -1% | nt | 7% | 0 | 22% | -1% | -1 | -2%
Cc1cccn2c(=O)c3cc(C(=O)NCC4CCCO4)c(=N)n(CC4CCCO4)c3nc12 (centres undefined) | -3% | -17% | -0.3% | -3% | 5% | 7% | -2 | -20% | nt | -14 | -3%
COc1ccc(N2CC(C(=O)NCCN3C(=O)S/C(=C\c4cccnc4)C3=O)CC2=O)c(OC)c1 (centres undefined) | -3% | nt | 8.4% | -28% | nt | -11% | nt | -22% | 0% | -14 | nt
O=C(CSc1nnnn1-c1ccccc1)NC1CCCc2ccccc21 (centres undefined) | -1% | -8% | -0.2% | 5% | 8% | ? | 1 | -11% | -4% | 0 | 1%
Cc1ccc(S(=O)(=O)Nc2nc(N)n(-c3ccccc3)n2)cc1 | -5% | -2% | -0.7% | -12% | -3% | -7% | 1 | 3% | 7% | -3 | 7%
O=c1c2c(nc3nc[nH]n13)CCC2 | -2% | 15% | -0.3% | 1% | -11% | -6% | 0 | 5% | 4% | -2 | 1%
c1ccc2[nH]c(CSc3nc4ccccc4s3)nc2c1 | -8% | -1% | 0.1% | 2% | 10% | ? | 0 | -37% | 19% | 9 | 0%
COc1ccc(/C=N/S(=O)(=O)c2ccc(C)cc2)cc1 | -2% | 7% | -0.3% | 2% | 1% | 2% | 2 | ? | 0% | -13 | 0%
COc1c(F)c(F)c(C(=O)Nc2ccccc2N2CCN(C(=O)C(C)C)CC2)c(F)c1F | -5% | -1% | -0.7% | 1% | 2% | 0% | 3 | 21% | -1% | -2 | 2%
CC(CC(=O)Nc1nnc(CC(C)(C)C)s1)c1ccccc1 (centres undefined) | -7% | -2% | -0.2% | -3% | -7% | 4% | 4 | 7% | -2% | ? | 1%
CN(Cc1ccccc1)C(=O)CNC(=O)C12CC3CC(CC(C3)C1)C2 | -6% | nt | 0.0% | -2% | nt | 10% | nt | 3% | -1% | -1 | nt
CCCOc1cccc(C(=O)N(Cc2ccc(OC)c(OC)c2)C2CCS(=O)(=O)C2)c1 (centres undefined) | -2% | ? | -0.8% | 3% | 2% | ? | 0 | -3% | -1% | 11 | -2%
COc1cc(/C=C2/SC(=O)N(Cc3ccccc3)C2=O)ccc1OCc1ccncc1 | 1% | nt | 0.0% | 4% | 8% | -17% | 4 | 6% | 4% | 4 | 1%
COc1ccc2cnn(-c3ccc(OC(F)(F)F)cc3)c(=O)c2c1OC | 2% | nt | 0.3% | 4% | 2% | ? | -2 | -9% | 0% | -2 | -2%
COc1cc(/C=C/C(=O)O)cc(S(=O)(=O)Nc2ccc3[nH]c(=O)[nH]c3c2)c1OC | -1% | -23% | -0.5% | 5% | 1% | -4% | 3 | -49%[inhibitor] | 2% | 7 | 7%
CCOC(=O)C1CCN(CC(=O)Nc2ccc(S(=O)(=O)N3CCC(C)CC3)cc2)CC1 | -6% | -3% | -0.1% | -11% | nt | -1% | -1 | -2% | -1% | -28 | nt
Cn1cnc2c1c(=O)n(Cc1cccc(F)c1)c(=O)n2C | -2% | -15% | -0.4% | -4% | 1%[11.5 µM] | 2% | 1 | 15% | 2% | -5 | 6%
COc1ccc(-n2c(C)nc3c(cnn3-c3ccc(C)c(C)c3)c2=O)cc1 | -3% | -12%[11.7 µM] | 0.1% | 1% | -1% | ? | -1 | 19% | -4% | -30 | 2%
O=C(Nc1ccccc1N1CCCC1)c1ccc(N2CCCC2=O)cc1 | -3% | nt | -0.2% | 1% | nt | ? | nt | -5% | nt | 7 | nt
O=C(Nc1ccc2c(c1)CCC2)c1ccc(F)cc1 | -1% | 1% | -0.3% | -5% | -1% | ? | -6 | 0% | 1% | -20 | -1%
CON1C(=O)CN(C(C)=O)C1c1ccc(Cl)cc1Cl (centres undefined) | -6% | nt | 0.4% | 0% | -2% | -15% | 1 | -6% | -1% | 1 | -2%
c1ccc2[nH]c(SCCN3CCOCC3)nc2c1 | -5% | 1% | 0.3% | -1% | 0% | 0% | 1 | -13% | 4% | 12 | 2%
CCc1ccc(CNC(=O)CCCn2c(=O)c3cccn3c3cccnc32)cc1 | 1% | ? | -1.6% | 2% | nt | 5% | 0 | ? | 0% | -4 | -1%
c1ccc2[nH]c(CN3CCCCCC3)nc2c1 | -7% | -2% | -0.7% | 0% | 8% | ? | 1 | -12% | 3% | 17 | 0%
O=c1nc(-c2ccccc2)c2cc(Br)ccc2[nH]1 | -8% | -14% | -0.6% | 2% | -1% | 0% | 7 | -18% | 131%[activator] | -1 | 4%
COC(=O)c1sccc1-n1cccc1C(=O)C(=O)N1CCCCC1 | -6% | -5% | -0.2% | 0% | -7% | 12% | -1 | 11% | -6% | -23 | 1%
O=C(NCC1CCCO1)c1ccc([N+](=O)[O-])o1 (centres undefined) | -3% | nt | -0.9% | 2% | -7% | 2% | nt | -48%[inhibitor] | 5% | ? | -4%
O=C(COc1c(F)c(F)cc(F)c1F)NNC(=O)CC1CCS(=O)(=O)C1 (centres undefined) | -2% | nt | -0.1% | 0% | nt | -1% | nt | -2% | 0% | -9 | nt
O=C(NCc1ccccc1F)C1CCCN(c2cnccn2)C1 (centres undefined) | 1% | nt | 0.1% | 3% | nt | 2% | nt | -12% | 1% | -16 | -8%

One compound at a time, as listed above.
Shown for `Cc1ccc(S(=O)(=O)Nc2nc(N)n(-c3ccccc3)n2)cc1` : PTAP TSG101 blk: -5%; Menin MLL FP TR: -2%; B2AR arrestin: -0.7%; Tb PFK block: -12%; PKM2 act: -3%; BCR signal inh: -7%; Coupling enz: 1; Integrin act MD: 3%; S-ASM inh: 7%; Giardia killer: -3; GALK inhibitor: 7%
Shown for `COc1cc(/C=C/C(=O)O)cc(S(=O)(=O)Nc2ccc3[nH]c(=O)[nH]c3c2)c1OC` : PTAP TSG101 blk: -1%; Menin MLL FP TR: -23%; B2AR arrestin: -0.5%; Tb PFK block: 5%; PKM2 act: 1%; BCR signal inh: -4%; Coupling enz: 3; Integrin act MD: -49%[inhibitor]; S-ASM inh: 2%; Giardia killer: 7; GALK inhibitor: 7%

Next section
SMILES | PTAP TSG101 blk | Menin MLL FP TR | B2AR arrestin | Tb PFK block | PKM2 act | BCR signal inh | Coupling enz | Integrin act MD | S-ASM inh | Giardia killer | GALK inhibitor
COC(=O)[C@H](CCSC)NC(=O)NCCC1=CCCCC1 | -3% | -15% | -0.9% | -15% | -2% | 3% | 3 | 10%[7.66 µM] | -3% | -4 | -3%
CCCCn1nnc(NC(=S)NC(=O)c2ccc(-c3cccc(Cl)c3Cl)o2)n1 | 5% | 1% | -0.6% | 0% | 1% | -23% | 5 | 17% | -16% | -18 | 0%
CCN1CCN(C(C(=O)NC2CCCC2)c2ccc(Cl)cc2)CC1 (centres undefined) | 0% | 4%[11.7 µM] | 3.8% | -17% | -2% | -1% | 3 | -31% | 3% | -1 | 2%
O=C(COc1ccccc1Cl)c1ccc2c(c1)CCCC2 | -1% | -16% | -0.7% | -1% | -4% | 1% | -4 | 5% | -1% | -16 | 3%
COCCN(C(=O)COC(=O)c1ccc(C=O)cc1)c1c(N)n(Cc2ccccc2)c(=O)[nH]c1=O | -4% | nt | 4.3% | 0% | 1% | 2% | nt | -4% | 7% | 20 | -4%
CC1CCCC(C)N1C(=O)CN1C(=O)c2ccccc2S1(=O)=O (centres undefined) | 3% | nt | -0.7% | -4% | nt | 4% | nt | 5% | -1% | 1 | nt
O=C(C(Cc1ccc(Cl)cc1)NS(=O)(=O)c1ccccc1)N1CC[C@@]2(O)CCCC[C@H]2C1 (some centres undefined) | 1% | -14% | -0.4% | -2% | 1% | -4% | 2 | 0% | 15% | 8 | -2%

This is a subset; count on the stated rates, not on these rows.
